Source: PubChem
NCI-60 one-dose screen, 48 h, at 10 µM unless noted. Numbers give growth in % (100 = growth as untreated, 0 = no growth, -100 = all killed).
SN12C: SN12C renal cancer cells. 81,000 compounds, 3.8% hits. AID 1794767
SW-620: SW-620 colon cancer | 82,000 compounds, 5.2% hits | AID 1794795
HCT-116: HCT-116 colon cancer; 82,000 compounds, 7.3% hits; AID 1794798
HCC-2998: HCC-2998 colon cancer; AID 1794799; 79,000 compounds, 4.7% hits
UO-31: UO-31 renal cancer; AID 1794768; 81,000 compounds, 5.2% hits
HT29: HT29 colon cancer. 81,000 compounds, 7.4% hits
TK-10: TK-10 renal cancer cells; 81,000 compounds, 3.9% hits
786-0: 786-0 renal cancer cells. 81,000 compounds, 5.1% hits
HCT-15: HCT-15 colon cancer. 82,000 compounds, 5.2% hits. AID 1794746
Starred values were filed as active, the others as inactive; x = no result given; & = joins results of further samples. Rule for the calls: active = growth percent below 10; inactive = the rest. Rows were taken by chance, and some 12% of all compounds hit somewhere here.

Structure | SN12C | SW-620 | HCT-116 | HCC-2998 | UO-31 | HT29 | TK-10 | 786-0 | HCT-15
Cc1[nH]c(C(=O)Nc2ccc(C(N)=O)cc2OC2CCCC2)c(Cl)c1Cl | 92 | 115 | 84 | 111 | 85 | 108 | 120 | 100 | 88
O=S(=O)(N=C1C(Cl)=C(Cl)C(=NS(=O)(=O)c2ccccc2)C(Cl)=C1Cl)c1ccccc1 | 88 | 40 | 25 | 122 | 90 | 14 | 95 | 118 | 7.3*
O=c1c2ccccc2oc2ccc(OCCCCCN3CCCCCC3)cc12 | 69 | 78 | 58 | 85 | 68 | 13 | 72 | 79 | 33
Cc1oc2nc[nH]c(=O)c2c1C(=O)/C=C/c1cc(O)cc2ccccc12 | 97 | 97 | 104 | 104 | 67 | 115 | 136 | 107 | 102
O=C1/C(=C/c2cccc(F)c2)Sc2ccc(F)cc21 | 94 | 89 | 77 | 112 | 56 | 110 | 152 | 106 | 86
COc1ccc(Cn2nc(-c3ccccc3)c3c2CCc2cnoc2-3)cc1 | 77 | 83 | 65 | 67 | 70 | 84 | 105 | 79 | 68
COC1=CC(c2ccc[nH]2)=N/C1=C\c1[nH]c(C)c(C)c1CCC(=O)OCc1ccccc1 | -30* | -15* | -76* | 6.1* | -77* | 5.7* | -0.1* | -39* | -32*
Nc1c2c(c(O)c3c1=C(CO)C=N3)=NCCS2=O (stereo not given) | -33* | -18* | -49* | -88* | -67* | -27* | 117 | 36 | 4.6*
CC1(C)OC2C(COC(=O)c3ccc([N+](=O)[O-])cc3)OC(NC(=O)N(CCCl)N=O)C2O1 (stereo not given) | 102 | 72 | 96 | 105 | 79 | 115 | 105 | 89 | 107
O=C(O)C1(NO)CCCCC1 | 99 | 102 | 108 | 126 | 97 | 119 | 95 | 106 | 116
CCCC(=O)Oc1ccc(C(C)(C)C)cc1Br | 110 | 103 | 113 | 112 | 94 | 103 | 102 | 98 | 114
CCOC(=O)c1c(NC(=O)c2cccc(C(F)(F)F)c2)sc2cc(O)ccc12 | 89 | 103 | 92 | x | 60 | 105 | 183 | 109 | 93
CCN(CC)CC(=O)N1CCOCC1 | 110 | 104 | 97 | 100 | 101 | 114 | 113 | 106 | 100
NN=C1c2ccccc2-c2ccccc21 | 93&106 | 94 | 96&107 | 102&101 | 66&77 | 102&97 | 113&108 | 109&104 | 95&108
O=S(=O)(O)c1cccc(/C(=N\Nc2ccccn2)c2ccccn2)c1 | 104 | 101 | 101 | 105 | 73 | 97 | 100 | 114 | 99
CCn1c2c(=O)c(=Nc3ccc(OC)cc3)sc=2sc2ssc(=O)c21 | 108 | 102 | 89 | 119 | 100 | 100 | 115 | 105 | 86
CCCCCCCCCCCCCCCCCCNC(=S)N/N=C/c1ccc([N+](=O)[O-])cc1 | 94 | 97 | 103 | 100 | 85 | 105 | 97 | 108 | 99
CCNC(=O)N1CCc2c(Br)c3c(c(OC)c2C1Cc1ccc(OC)cc1)OCO3 (stereo not given) | 50 | 19 | 21 | 71 | 40 | 14 | 66 | 31 | 25
CC1=CC2OC34COC3CC(OC(=O)C(F)(F)F)C4(C)C2(C)CC1 (stereo not given) | 98 | 103 | 97 | 98 | 100 | 104 | 101 | 101 | 97
OC(c1ccccc1)c1n[nH]c(=S)n1-c1ccc(F)cc1 (stereo not given) | 88 | 95 | 101 | 99 | 89 | 111 | 105 | 103 | 103

Continued, starting with the last 2 of the part before.
Structure | SN12C | SW-620 | HCT-116 | HCC-2998 | UO-31 | HT29 | TK-10 | 786-0 | HCT-15
CC1=CC2OC34COC3CC(OC(=O)C(F)(F)F)C4(C)C2(C)CC1 (stereo not given) | 98 | 103 | 97 | 98 | 100 | 104 | 101 | 101 | 97
OC(c1ccccc1)c1n[nH]c(=S)n1-c1ccc(F)cc1 (stereo not given) | 88 | 95 | 101 | 99 | 89 | 111 | 105 | 103 | 103
O=C(N=c1oc2ccccc2cc1-c1cc2ccccc2[nH]1)Nc1ccc(Cl)cc1 | 93 | 96 | 89 | 100 | 61 | 100 | 151 | 95 | 107
O=C1c2cc(Cl)ccc2Oc2cc([N+](=O)[O-])ccc2N1c1ccc(I)cc1F | 98 | 88 | 69 | 104 | 65 | 82 | 98 | 101 | 84
CCCNC(=O)c1ccccc1C(=O)NC1(C(=O)NCCC)CCCC1 | 107 | 108 | 97 | 107 | 94 | 103 | 100 | 96 | 99
O=C(/C=C/c1cc(Br)cs1)CC(=O)/C=C/c1cc(Br)cs1 | 106 | 103 | 97 | 106 | 85 | 92 | 94 | 94 | 95
COc1cc(/C=C2\C(=O)Nc3cc(Cl)ccc32)ccc1OCc1ccccc1 | 97 | 97 | 102 | 99 | 84 | 101 | 156 | 108 | 94
O=c1c2ccccc2[nH]n1CCCN1CCCCC1 | 103 | 102 | 100 | 103 | 95 | 112 | x | 100 | 105
Cc1cc(/C=C\c2ccc3ccccc3[n+]2C)c(O)c2ncccc12 | 3.7* | 15 | -8.9* | -3.2* | 17 | 26 | 23 | 9.7* | 28
COc1nc(N(CCO)c2ccccc2)nc(N(CCO)c2ccccc2)n1 | 102 | 106 | 101 | 109 | 87 | 107 | 106 | 102 | 99
NC(=O)OCCn1cc(-c2nc(-c3c[nH]c4ncccc34)cs2)c2ccccc21 | 49 | 8.7* | 31 | 72 | 34 | 8.3* | 62 | 43 | 28
C[C@]12CC[C@@H]3c4ccc(OS(=O)(=O)O)cc4CC[C@H]3[C@@H]1CC[C@@H]2NS(=O)(=O)c1ccc(-c2ccccc2)cc1 | 69 | 75 | 36 | 81 | 41 | 50 | 93 | 70 | 53
CCCCCCc1cc2cc(-c3nc4ccccc4[nH]3)c(=Nc3ccccc3C)oc2cc1O | 46 | 30 | 19 | -78* | 20 | 2.7* | 47 | 47 | 31
C=CCCC(C)(C(=O)OCC)C(=O)OCC | 112 | 108 | 101 | 106 | 85 | 102 | 98 | 100 | 96
COc1ccc(OC)c(-c2c(C#N)c(N)nc3c2c(N)nn3-c2ccccc2)c1 | 97 | 99 | 101 | 109 | 73 | 112 | 143 | 101 | 104
COC(=O)C1(C2CCc3cc(OC)ccc3C2=O)NC(=S)NC(=O)C1C#N (stereo not given) | 103 | 110 | 109 | 113 | 84 | 120 | 112 | 109 | 106
Cc1ccc(-c2nc(N3CCCNCC3)c3oc(-c4ccc(C)cc4)nc3n2)cc1 | 59 | -50* | 27 | 41 | 63 | -87* | -1.5* | -96* | -73*
Cc1c[nH]c(=O)n(C)c1=O | 110 | 104 | 106 | 103 | 81 | 92 | 118 | 101 | 115
CN(C)C(=O)Nc1ccc(Cl)c(Cl)c1 | 105 | 111 | 119 | 109 | 100 | 106 | 101 | 90 | 113
COc1ccccc1/C=C1\SC(=S)NC1=O | 101&92 | 111&104 | 96&107 | 102&102 | 97&87 | 116 | 92&101 | 81&99 | 94&112
CC(=O)Nc1ccc(S(=O)(=O)NC2(c3ccccc3)C(=O)N(C)C(=O)N(C)C2=O)cc1 | 106 | 107 | 97 | 103 | 82 | 103 | 107 | 102 | 103
N#CCCC(Cl)(Cl)Cl | 106 | 106 | 123 | 95 | 85 | 97 | 91 | 101 | 107

Exported with each value named: 4 of the compounds above
O=c1c2ccccc2[nH]n1CCCN1CCCCC1
  SN12C: 103
  SW-620: 102
  HCT-116: 100
  HCC-2998: 103
  UO-31: 95
  HT29: 112
  TK-10: x
  786-0: 100
  HCT-15: 105
Cc1cc(/C=C\c2ccc3ccccc3[n+]2C)c(O)c2ncccc12
  SN12C: 3.7*
  SW-620: 15
  HCT-116: -8.9*
  HCC-2998: -3.2*
  UO-31: 17
  HT29: 26
  TK-10: 23
  786-0: 9.7*
  HCT-15: 28
COc1nc(N(CCO)c2ccccc2)nc(N(CCO)c2ccccc2)n1
  SN12C: 102
  SW-620: 106
  HCT-116: 101
  HCC-2998: 109
  UO-31: 87
  HT29: 107
  TK-10: 106
  786-0: 102
  HCT-15: 99
NC(=O)OCCn1cc(-c2nc(-c3c[nH]c4ncccc34)cs2)c2ccccc21
  SN12C: 49
  SW-620: 8.7*
  HCT-116: 31
  HCC-2998: 72
  UO-31: 34
  HT29: 8.3*
  TK-10: 62
  786-0: 43
  HCT-15: 28

Carrying on.
Structure | SN12C | SW-620 | HCT-116 | HCC-2998 | UO-31 | HT29 | TK-10 | 786-0 | HCT-15
CCCCC1(CC)COC(CCC)OC1 (stereo not given) | 98 | 110 | 99 | 98 | x | 103 | 101 | x | 92
CC(Oc1ccc(Cl)cc1)c1ccccc1 (stereo not given) | 98 | 96 | 99 | 115 | 78 | 106 | 106 | 99 | 112
COc1ccc(Nc2nc(NS(=O)(=O)c3ccc(C)cc3)nc(-c3ccc(Cl)cc3)c2C#N)cc1 | 96 | 97 | 98 | 118 | 90 | 120 | 109 | 106 | 93
N#CCc1nc(Cl)cc(Cl)n1 | 98 | 109 | 101 | 103 | 87 | 108 | 125 | 98 | 109
Cc1ccc(-c2cc(C(=O)N=Nc3c(O)[nH]c4ccc(F)cc34)c3ccccc3n2)cc1 | 18 | 19 | 21 | 36 | 77 | 36 | 106 | 44 | 7.9*
Cc1nc(/N=C(N)/N=C(\N)c2ccccc2)sc1C | 87 | 77 | 68 | 79 | 73 | 67 | 107 | 96 | 72
CCOc1cc2c(cc1OCC)C(c1cc(OC)c(O)c(OC)c1)NCC2 (stereo not given) | 100 | 98 | 101 | 99 | 79 | 103 | 111 | 103 | 103
CCOC(=O)c1nc(Oc2ccc(NC(=O)Nc3ccc(Cl)c(C(F)(F)F)c3)cc2)c2ccccc2n1 | 102 | 107 | 106 | 133 | 85 | 103 | 108 | 106 | 102
CCCCNCC(O)c1cc(-c2ccc(C(F)(F)F)cc2)nc(-c2ccc(C(F)(F)F)cc2)c1 (stereo not given) | -73* | -82* | -89* | -76* | -88* | -77* | -94* | -79* | -65*
COc1ccc2[nH]c(O)c(N=Nc3nc(-c4ccccc4)cs3)c2c1 | 2.9* | 37 | 1.2* | 59 | 4.1* | 51 | 25 | -45* | 25
Cc1cccc2c(=O)c3ccccc3oc12 | 99&99 | 99&102 | 97&86 | 119&97 | 87&73 | 103&102 | 106&108 | 105 | 95&98
O=C1N=C2SC=C(c3ccc(Cl)cc3)N2C1CCN1CCOCC1 (stereo not given) | 91 | 99 | 102 | 100 | 93 | 93 | 90 | 97 | 84
O=S(=O)(Oc1ccc(-c2cn3ccoc3n2)cc1)C1CCCCC1 | 103 | 103 | 89 | 113 | 97 | 97 | 105 | 100 | 63
COc1cc(NC(=O)CSc2nc3ccccc3c(=O)n2CCc2ccccc2)cc(OC)c1OC | 26 | 49 | -0.6* | 35 | -63* | 15 | -2.4* | -80* | 89
CCC(=C(c1ccc(OCCN2CCCCC2)cc1)c1ccc(OCCN2CCCCC2)cc1)c1ccc(Cl)cc1 | -95* | -84* | -91* | -87* | -94* | -75* | -85* | -89* | -85*
C=C(C[n+]1ccccc1)[C@@H]1CC[C@]2(C(=O)O)CC[C@]3(C)[C@H](CC[C@@H]4[C@@]5(C)CCC(=O)C(C)(C)[C@@H]5CC[C@]43C)[C@@H]12 | 100 | 99 | 88 | 104 | 87 | 98 | 89 | 97 | 101
CCOc1ccc(Nc2ccnc3cc(Cl)ccc23)cc1 | 7.4* | 14 | 9.4* | 12 | -13* | 1.6* | 7.1* | 19 | 17
O=C(/C=C/c1ccc(Cl)cc1)Nc1ncc(Cc2ccc(Br)cc2)s1 | 85 | 46 | 51 | 75 | 83 | 47 | 101 | 81 | 38
CC/C(=C\c1ccc(O)cc1O)c1ccc2ccc(O)cc2[o+]1 | 94 | 123 | 91 | 115 | 76 | 110 | 120 | 92 | 91
COc1ccc2c(c1)c(-c1nc(-c3cn(C)c4c(Cl)nccc34)cs1)cn2C | 90 | 102 | 86 | 102 | 99 | 64 | 92 | 106 | 79

(next part)
Structure | SN12C | SW-620 | HCT-116 | HCC-2998 | UO-31 | HT29 | TK-10 | 786-0 | HCT-15
O=C(c1ccco1)N1CCN(C(=O)c2ccco2)CC1 | 101 | 101 | 99 | 104 | 86 | 99 | 99 | 101 | 95
CNC(=O)c1cc(N2CCc3cc(NC(=O)Nc4cc(C(F)(F)F)cc(C(F)(F)F)c4)ccc32)ccn1 | 89 | 100 | 102 | 99 | 77 | 98 | 102 | 96 | 91
CCc1oc2ccccc2c1C(=O)c1ccc(OCCN(CC)CC)cc1 | 100 | 97 | 78 | 100 | 73 | 77 | 95 | 88 | 70
C/C(=N/NC(N)=O)c1ccc(C)o1 | 100 | 104 | 106 | 96 | 93 | 101 | 109 | 99 | 99
S=C1SC2=Nc3ccc(Cl)cc3C(c3ccccc3)N2C2=NCCN12 (stereo not given) | 97 | 94 | 100 | 85 | 81 | 94 | 98 | 96 | 94
Cc1cc(O)c(Cl)c(C)c1Cl | 104 | 104 | 102 | 107 | 87 | 111 | 104 | 106 | 105
CCSCC1CC(O)(c2ccccc2)C(c2ccccc2)C(c2ccc(F)cc2)O1 (stereo not given) | -23* | -26* | -31* | 2.2* | -0.3* | -19* | -15* | -50* | 3.8*
Nc1ccccc1Br | 103 | 102 | 97 | 97 | 83 | 101 | 106 | 95 | 105
Cc1ncc(CC#N)c2c1OC(C)(C)OC2 | 104 | 115 | 99 | 98 | 85 | 112 | 112 | 102 | 99
O=c1[nH]c(N2CCCCC2)nc2scc(-c3ccccc3)c12 | 98 | 102 | 94 | 99 | 96 | 87 | 90 | 96 | 101
COc1ccc(OC)c(Nc2nc3c(s2)C2=CC[C@H]4[C@@H]5CC[C@H]([C@H](C)CCCC(C)C)[C@@]5(C)CC[C@@H]4[C@@]2(C)CC3)c1 | 101 | 94 | 111 | 108 | 84 | 106 | 100 | 105 | 99
COC(=O)c1c(Cl)c(Cl)c(Cl)c(Cl)c1C(=O)OC | 102 | 101 | 109 | 110 | 98 | 118 | 111 | 111 | 98
